AID2073 = inhibitors of Mint1-CaV2.2 protein interaction, biochemical, HTRF (AID 2073) | Voltage-dependent N-type calcium channel subunit alpha-1B (Homo sapiens) | 0.19% of 290,000 active | HTRF protein-protein interaction, Mint1-CaV2.2; higher % means a stronger effect | inhibition, % at 20 µM; hits with a dose series show IC50 in µM; in the data active = inhibition mostly above about 51%, no sharp cut-off; inconclusive = no clear call, values can overlap the other calls; inactive = mostly below about 53%; also: some results filed as inactive read as strong as hits
GPR35 arrestin U2OS = GPR35 antagonists blocking zaprinast-driven arrestin recruitment, primary screen, imaging, U2OS, beta-arrestin-GFP, zaprinast agonist (AID 2058). G-protein coupled receptor 35 (Homo sapiens). U2OS GPR35 beta-arrestin-GFP translocation imaging, zaprinast antagonism; higher % means a stronger effect. inhibition, % at 10 µM; hits with a dose series show IC50 in µM. 0.052% of 290,000 active;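 active = inhibition of at least 50% with at least 30 cells and total cytoplasm GFP at most 10,000,000; inconclusive = under 30 cells or total GFP of 10,000,000 plus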
LYP inhibition = inhibitors of LYP phosphatase, biochemical, fluorescence intensity, uHTS (AID 1779); Tyrosine-protein phosphatase non-receptor type 22 (Homo sapiens); 0.054% of 290,000 active; inhibition, % at 11.5 µM, or IC50 in µM where a hit was titrated; recombinant LYP phosphatase, fluorescence intensity; higher % means a stronger effect; in the data active = inhibition above about 50%;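 also: plate controls were vehicle with enzyme for no effect and no enzyme for full effect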
K1F lysis inhibition = inhibition of K1F phage lysis, E. coli UTI89, bacterial capsule biogenesis inhibitors, alamar blue (AID 488966). 0.02% of 340,000 active. E. coli UTI89 K1F phage lysis, alamar blue, 2 h; higher % means a stronger effect. inhibition, % at 100 µM, or IC50 in µM where a hit was titrated;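 active = phage lysis inhibition, versus mean bacterial control, above a set limit; inconclusive = no clear call, values can overlap the other calls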;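 also: capsule biogenesis inhibitors block K1F phage lysis so surviving cells raise fluorescence; higher fluorescence means more inhibition of phage lysis; actives were called in the ten point dose series up to 300 µM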
Dengue-2 NS5 capping = Dengue-2 NS5 methyltransferase inhibitors, primary screen, biochemical, confirmation dose response (AID 588689) | Genome polyprotein (Dengue virus type 2 (strain 16681-PDK53)) | 0.3% of 340,000 active | inhibition, % at 25 µM, or IC50 in µM where a hit was titrated | Dengue-2 NS5 methyltransferase capping enzyme assay, biochemical; higher % means a stronger effect; in the data active = a potency from the dose series; inconclusive = inhibition above about 29% without an active follow-up result
RSV CPE inhibition = RSV antiviral activity via CPE protection, HEp-2 cells, primary 10 µM value included (AID 2391); HEp-2 cells, RSV-induced CPE inhibition; higher % means a stronger effect; CPE inhibition, % at 10 µM, or IC50 in µM where a hit was titrated; 0.13% of 310,000 active; in the data active = a potency from the dose series; inconclusive = CPE inhibition mostly from about 23% at the one dose, without a potency; inactive = the rest, 99 in 100 with CPE inhibition below about 21%; also: strong numbers were not always called active
Autophagy HCS = autophagy modulators in MEF cells, primary screen, imaging, high-content, MEF GFP-LC3; MEF GFP-LC3 puncta imaging; test concentration mostly 10 µM; calls only at 10 µM (by protocol); 0.98% of 190,000 active; AID 463193, 2010;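 active = percentage of spot-positive cells more than 3 SD above its plate mean, without a fluorescence outlier flag or 80% toxicity; inconclusive = no clear call, values can overlap the other calls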;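 also: spot-positive cell cutoff set from DMSO-treated cells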
WT yeast gro inh = growth inhibition of WT strain, primary screen, mitochondrial fusion inhibitor project, WT and mutant strains, chemical genetic. mitochondrial fusion phenotypic screen. inhibition, % at 10 µM. 2.1% of 190,000 active. AID 1362, 2008; in the data active = inhibition above about 58%; tested in S. cerevisiae
NTR1 agonist = agonists of NTR1, primary screen, imaging, U2OS cells, beta-arrestin-GFP, high content (AID 493036). Neurotensin receptor type 1 (Homo sapiens), P30989. NTR1-U2OS beta-arrestin-GFP spot imaging, agonist mode. activation, % at 20 µM. 0.17% of 330,000 active;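 active = activation at or above 40% of the spot to cytoplasm intensity ratio, with at least 20 cells analyzed; inconclusive = wells under 20 cells, flagged as cytotoxic or low count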;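 also: 0% = DMSO without peptide and 100% = 100 nM NTR1 peptide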
Target sequence (P30989 whole entry, looked up): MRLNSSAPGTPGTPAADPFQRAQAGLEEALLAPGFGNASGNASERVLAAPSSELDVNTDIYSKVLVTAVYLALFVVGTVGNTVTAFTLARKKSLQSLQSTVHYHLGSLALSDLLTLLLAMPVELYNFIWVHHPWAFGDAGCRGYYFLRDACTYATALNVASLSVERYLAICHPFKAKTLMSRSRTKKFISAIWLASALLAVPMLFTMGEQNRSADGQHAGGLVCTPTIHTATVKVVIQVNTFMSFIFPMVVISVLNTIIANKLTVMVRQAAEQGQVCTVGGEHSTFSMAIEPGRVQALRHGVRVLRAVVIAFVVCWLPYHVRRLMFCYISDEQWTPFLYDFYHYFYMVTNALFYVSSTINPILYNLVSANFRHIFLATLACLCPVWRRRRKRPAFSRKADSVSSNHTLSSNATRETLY
WT yeast gro inh mutant strain = second read-out of WT yeast gro inh, no call of its own (marks repeat the call); inhibition, %; mitochondrial fusion phenotypic screen, mutant strain inhibition
Autophagy HCS cell loss 18 h = also measured in Autophagy HCS; calls as there; toxicity, %; measured here: cell loss, nuclei count;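 cell loss after 18 h compound exposure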
NTR1 agonist cell count 20 µM = also measured in NTR1 agonist; calls as there; cell count; measured here: cell count, cytotoxicity flag
Dengue-2 NS5 capping pilot replicate = further read-out of Dengue-2 NS5 capping, marked with its call; inhibition, %; measured here: pilot screen replicate inhibition
* marks the source's active call; other numbers are inactive results; i = inactive; ? = inconclusive; · = not tested or not shown; [ ] = another dose, or the depositor's remark.

SMILES	AID2073	GPR35 arrestin U2OS	LYP inhibition	K1F lysis inhibition	Dengue-2 NS5 capping	RSV CPE inhibition	Autophagy HCS	Autophagy HCS cell loss 18 h	WT yeast gro inh	WT yeast gro inh mutant strain	NTR1 agonist	NTR1 agonist cell count 20 µM	others
CCC1Oc2ccc(C)cc2N(CC(=O)NCCN2CCOCC2)C1=O (stereo not given)	3%	-12%	-7%	0.4%	-5%	2.0%	·	·	·	·	1.7	49
O=C(O)CCNC(=O)OCC1c2ccccc2-c2ccccc21	11%	1%	-3%	0.3%	-5%	1.1%	·	·	·	·	-0.3	59
O=C(Cc1cccs1)Nc1ccc(F)cc1	2%	6%	4%	-0.2%	-2%	1.9%	·	·	·	·	0.1	74	Dengue-2 NS5 capping pilot replicate=-6.4
CCOc1ccc(-c2nnn(CCC#N)n2)cc1OC	-4%	3%	-6%	0.3%	·	-1.3%	i	42	-2	-3	1.1	50
CCOC(=O)C1C(=O)CC(C)(O)C(C(=O)OCC)C1c1ccc(Br)o1 (stereo not given)	2%	4%	-6%	·	·	1.7%	i	12	-3	-16	0.0	63
CCN1CCN(c2ccc(NC(=O)c3ccc(Br)o3)cc2)CC1	-10%	-18%	-9%	2.8%[50 µM]	1%	·	·	·	·	·	0.6	81
Cc1ccnc(SCc2ccc([N+](=O)[O-])cc2)n1	0%	-15%	-5%	0.3%	-2%	0.9%	i	8	2	0	-0.8	56
CC(C)(C)OC(=O)N1CCC[C@H]1C(=O)N/N=C/c1ccc2nccnc2c1	6%	20%	0%	-0.8%	-8%	·	·	·	·	·	-0.7	46
S=C1NC[C@H](CC2CCCCC2)N1CCc1cccc2ccccc12	-10%	19%	-3%	3.0%	-6%	8.4%	·	·	·	·	31	77
C=CCN=C1S/C(=C\c2ccc(N(C)C)cc2)C(=O)N1CC=C	7%	0%	-1%	0.2%	-28%	4.1%	·	·	·	·	2.5	32
Cc1ccc(S(=O)(=O)NC(Cc2ccc(Cl)cc2)C(=O)O)cc1 (stereo not given)	1%	-9%	-7%	0.1%	-3%	1.2%	·	·	·	·	1.6	84
CC1(C)C2CCC(C2)C1(C)NC(=O)C[N+](C)(C)C (stereo not given)	-9%	2%	-4%	0.3%	-5%	0.2%	·	·	·	·	-0.8	65
CC(=O)Oc1ccccc1C(=O)OCCN=C1NS(=O)(=O)c2ccccc21	-10%	0%	-8%	-0.3%	-7%	7.6%	·	·	·	·	-0.6	49
Cc1cc(C(=O)CSc2nnc(N)s2)c(C)n1Cc1ccco1	25%	3%	0%	0.3%	-12%	21%	i	-3	10	-6	-0.6	34
O=C(O)c1cccc(NS(=O)(=O)c2cccc3cccnc23)c1	2%	0%	-3%	-1.9%	-3%	-0.7%	i	5	8	5	-1.2	77
COC(=O)c1cccc(N(C(=O)c2cnccn2)C(C(=O)NCc2ccccc2)c2ccco2)c1 (stereo not given)	-8%	-3%	-3%	3.7%	1%	1.4%	i	-2	-12	2	2.2	27
CCCCN(C(=O)c1cc(CC)c(C)s1)c1c(N)n(CC(C)C)c(=O)[nH]c1=O	0%	-7%	-12%	0.2%	-6%	5.8%	·	·	·	·	-0.7	53
OC(COc1ccc(Cl)cc1Cl)Cn1ccnc1 (stereo not given)	22%	8%	-6%	0.0%	3%	21%	·	·	·	·	0.0	47
COc1ccc(CCCc2nnc(SCC(=O)Nc3nccs3)n2C)cc1C	-11%	8%	1%	-0.2%	8%	1.3%	i	2	7	5	-1.0	76
CCOc1ccc(NC(=O)c2ccc(-c3csc(C)n3)cc2)cc1	15%	-7%	-6%	0.1%	-2%	13%	·	·	·	·	1.7	60
COc1cc(NC(=O)C2CC(c3ccccc3Cl)=NO2)cc(OC)c1OC (stereo not given)	0%	1%	-14%	0.2%	-1%	4.4%	·	·	·	·	-0.5	158
O=C(Nc1ccccc1N1CCOCC1)c1ccc(Cl)c(S(=O)(=O)N2CCCC2)c1	·	·	·	0.1%[50 µM]	-2%	0.8%	·	·	·	·	2.8	95
O=C(c1noc2c1CCc1ccccc1-2)N1CCCc2ccccc21	-2%	-2%	-6%	-0.4%	-2%	11%	i	48	3	-9	6.2	76
Cc1ccc(OCC(=O)NCCS(=O)(=O)N2CCN(c3ccccc3)CC2)cc1	·	·	·	0.8%[50 µM]	6%	-1.9%	·	·	·	·	-0.6	63
CC(C)c1ccc(N(CC(=O)NCc2ccc(F)cc2)C(=O)c2snc(C(N)=O)c2N)cc1	5%	-7%	-13%	-0.2%	-1%	0.8%	·	·	·	·	4.4	60
COc1ccc(C(c2sc3ncnn3c2O)N2CC(C)OC(C)C2)cc1OC (stereo not given)	5%	14%	3%	-0.1%	-5%	-2.1%	i	7	6	2	-0.5	89
O=S(=O)(Cc1cc(Cl)nc(-c2ccccc2)n1)c1ccccc1	-6%	15%	-5%	0.6%	-1%	1.2%	i	1	-7	29	3.5	34
O=C(COc1cccc([N+](=O)[O-])c1)N/N=C/c1ccco1	22%	5%	0%	0.1%	-8%	2.0%	i	3	-11	4	-1.3	44
CC(=O)Nc1ccc(C(=O)OCC(=O)NC(=O)NC2CCCCC2)cc1	-5%	-14%	-5%	0.0%	3%	0.7%	i	-10	-16	-8	-0.3	93
Cc1nn(CC(=O)NCC(C)c2ccccc2)c(=O)c2cc3occc3n12 (stereo not given)	4%	6%	-5%	0.2%	-8%	·	·	·	·	·	-1.3	61
Cc1ccc(OCC(=O)NCc2ccco2)c([N+](=O)[O-])n1	-2%	39%	-5%	0.8%	-6%	-1.1%	i	-1	-4	4	-0.9	53
O=C(Nc1ccc2c(c1)OCCO2)C1CCCN(S(=O)(=O)c2cccs2)C1 (stereo not given)	17%	2%	-1%	0.2%	-5%	2.7%	i	6	-1	0	2.0	58
Cc1onc(-c2ccccc2)c1C(=O)OCC(=O)NCc1ccc(F)cc1	-1%	15%	-2%	0.3%	-11%	0.1%	i	12	12	4	1.5	60
O=C(NCCc1ccccc1)C1CCCN(C(=O)Nc2ccc(F)cc2)C1 (stereo not given)	-7%	-3%	-7%	0.1%	-2%	-0.8%	·	·	·	·	-2.8	49
CCc1ccc(NC(=S)Nc2ccc3cn[nH]c3c2)cc1	-12%	0%	-5%	1.6%[50 µM]	6%	4.2%	i	-5	6	-23	0.2	54
COc1cccc(-c2nc(-c3ccc4c(c3)NC(=O)CO4)cs2)c1	5%	-4%	1%	-5.0%	-16%	3.6%	i	11	17	12	4.5	45
COc1cc(/C=C2\SC(=Nc3ccccc3)NC2=O)cc(Cl)c1O	22%	-3%	-2%	-0.1%	?	6.1%	·	·	·	·	-1.7	91
CCCCOc1[nH]c2nc(-c3ccco3)n(Cc3ccco3)c(=N)c2c1C#N	24%	-4%	4%	0.0%	?	1.6%	i	18	-2	-3	-0.1	63
CCC(C)Sc1nc2c(cnn2-c2ccc(F)cc2)c(=O)[nH]1 (stereo not given)	-10%	-6%	-7%	0.1%	-6%	3.8%	·	·	·	·	6.8	66
CC(CCN1CCN(CCO)CC1)c1ccccc1 (stereo not given)	0%	-2%	-12%	-1.8%	-4%	1.1%	·	·	·	·	1.6	56
CCCN1Cc2cccc(C(=O)Nc3ccc(S(=O)(=O)N4CCCCCC4)cc3)c2C1=O	9%	13%	4%	0.2%	-1%	·	i	14	-9	20	·	·
CCCn1c(O)c(N=Nc2ccc3ccccc3n2)c2ccccc21	8%	7%	5%	0.6%[50 µM]	?	7.7%	i	-4	18	17	8.3	46
COc1ccc(C(=O)NCS(=O)(=O)c2ccc(C)cc2)cc1	-7%	5%	-4%	0.5%	-1%	0.9%	i	3	17	16	0.7	84	Dengue-2 NS5 capping pilot replicate=0.6
Cc1ccccc1OCC(O)CN1CCN(c2ccc(Cl)cc2)CC1 (stereo not given)	27%	-2%	2%	0.0%	-2%	5.3%	·	·	·	·	2.5	53
COc1ccc(OCc2cc(C(=O)N(C)C(C)c3ccon3)no2)c(Cl)c1 (stereo not given)	0%	-4%	-8%	-0.2%	0%	2.9%	·	·	·	·	1.3	40
COc1ccc(CCn2c(=O)[nH]c3cc(C(=O)NCCCN4CCOCC4)ccc3c2=O)cc1OC	-13%	-8%	-4%	0.3%	0%	-1.8%	·	·	·	·	-0.9	59
COc1ccc(Cl)cc1S(=O)(=O)N1CCCC(C(=O)NCc2ccccc2)C1 (stereo not given)	-9%	-5%	-7%	0.1%	-5%	1.5%	·	·	·	·	0.0	60
Cn1c(=O)c2c(nc(SCC(=O)O)n2Cc2cc3c(cc2Cl)OCO3)n(C)c1=O	-12%	12%	-3%	0.5%	-15%	0.8%	i	-9	10	1	0.9	72	Dengue-2 NS5 capping pilot replicate=-7.9
CCOC(=O)c1c(C)[nH]c(C)c1C(=O)COC(=O)c1ccc(OC)cc1	-9%	-11%	4%	0.1%	-10%	0.3%	i	-7	15	-14	-0.2	32
Cc1nc2nc[nH]n2c(=O)c1NS(=O)(=O)c1ccc([N+](=O)[O-])cc1	-4%	4%	-6%	-1.3%	-4%	0.1%	i	11	24	4	-0.9	33
OCCN1CCN(c2ncnc3c2c(-c2ccccc2)cn3-c2ccc(Br)cc2)CC1	4%	10%	-8%	0.7%	0%	11%	i	-3	85*	81*	7.1	68
COc1ccc(/C=C2/Sc3ccc(C(=O)NCCCN4CCOCC4)cc3NC2=O)cc1OC	14%	-18%	-13%	1.8%	-5%	-2.0%	·	·	·	·	0.6	49
O=C(Nc1cccc(Br)c1)c1ccc(CSc2ccccc2)cc1	29%	3%	-2%	0.4%	-1%	3.9%	i	24	10	8	5.4	58
CC(O)(CS(=O)(=O)Cc1ccccc1)C(=O)Nc1ccc(C(F)(F)F)cc1 (stereo not given)	-4%	-27%	-9%	-0.6%	-3%	0.3%	i	-24	-11	-8	0.6	60

From PubChem
